Assay outcomes from PubChem.
All columns: NCI-60 one-dose screen, growth in % after 48 h at 10 µM unless noted; 100 = growth as untreated, 0 = no growth, -100 = all killed.
HS 578T = HS 578T breast cancer. 78,000 tested, 4.1% active
MDA-MB-231 = MDA-MB-231 breast cancer | 81,000 tested, 5% active | AID 1794789
K-562 = K-562 leukemia. AID 1794777. 78,000 tested, 7.4% active
BT-549 = BT-549 breast cancer; 78,000 tested, 4.4% active; AID 1794793
MDA-MB-468 = MDA-MB-468 breast cancer; 78,000 tested, 8.5% active; AID 2202374
MCF7 = MCF7 breast cancer; 82,000 tested, 6.3% active
T-47D = T-47D breast cancer. 79,000 tested, 5% active. AID 1794792
SR = SR leukemia cells. 73,000 tested, 8.7% active
Active calls of the source: *; / = not tested or not shown; & = joins results of further samples; [ ] = another dose, or the depositor's remark. How the source made its calls: active means growth percent below 10; inactive means the rest. Compounds as they come (roughly 13% active in at least one column).

item	molecule	HS 578T	MDA-MB-231	K-562	BT-549
1	CCCCOc1ncnc2c1CC(C)c1cc(OC)ccc1N2C (configuration not stated)	106	/	93	106
2	CN(C)N=Nc1ccccc1C(N)=O	122	111	92	96
3	COc1cc(C)cc(OC)c1O	99	129	106	107
4	COc1ccc2[nH]c(=O)cc(-n3nc(C)c(C#N)c3N)c2c1	104	101	108	116
5	CC(C)c1ccc(C2OCCCO2)cc1	117	110	/	102
6	COc1ccc(/C=C(\C(=O)NNS(=O)(=O)c2ccc(C)cc2)c2nc3ccccc3s2)cc1	102	103	99	106
7	Clc1ccc(NCc2nnc(-c3ccccc3)o2)cc1	88	74	64	91
8	CC(=O)C1C(=O)OC(C)=C(C(=O)O)C1=O (configuration not stated)	97	99	92	/
9	O=C1Cc2cc(O)ccc2O1	119	106	97	109
10	O=c1c2c3c(sc2nc(SC2CCCC2)n1-c1ccc([N+](=O)[O-])cc1)CCCCC3	109	93	102	106
11	COc1ccc(/C=C/C(=O)c2nnn(-c3ccc(Br)cc3)c2C)cc1OC	93	83	19	64
12	CC(C)CSc1nc(NNC(N)=S)c(C#N)c(-c2ccccc2)n1	95	93	85	98
13	Cc1cc(C)c(O)c(Cc2cc(Cl)cc(Cc3cc(C)cc(C)c3O)c2O)c1	94	103	98	115
14	O=C(O)CCCC1CCc2ccccc2C1 (configuration not stated)	116	116	103	90
15	C=C1c2c(C)nn(-c3ccc(N)cc3)c2N(C)C23CC1C1(C)c4c(C)nn(-c5ccc(N)cc5)c4N(C)C(C)(CC12)C3 (configuration not stated)	91	89	43	73

item	MDA-MB-468	MCF7	T-47D	SR
1	115	92	87	89
2	/	94	92	84
3	127	/	116	109
4	119	100	98	108
5	100	98	96	81
6	106	96	118	104
7	95	83	84	81
8	130	94	114	88
9	103	101	101	92
10	122	86	88	88
11	47	13	66	53
12	118	92	82	103
13	124	85	86	89
14	101	115	105	109
15	60	25	/	/

Following part:
item	molecule	HS 578T	MDA-MB-231	K-562	BT-549
16	CC(N1CCN(C)CC1)C(O)(c1ccccc1)C1CCCCC1 (configuration not stated)	87	85	93	97
17	COc1ccc(OC)c(-c2nc3sc(-c4c[nH]c5ccccc45)nn3c2C=O)c1	97	110	78	85
18	N#Cc1ccc(-c2ccc(-c3cccs3)s2)nc1	93	101	96	97
19	COc1ccc2c(O)c(/C=C3\N=Nc4ccccc43)oc2c1C[C@@H]1CCNC[C@H]1F	60	15	-38*	74
20	O=C1c2ccccc2C(O)(c2ccccc2)N1c1ccc([N+](=O)[O-])cc1Cl (configuration not stated)	93&105	89&104	87	92&94
21	O=C(/C=C/c1cnc[nH]1)N1CCc2ccc([N+](=O)[O-])cc2C1	102	99	101	109
22	O=C(Nc1ccccc1O)c1ccc(NS(=O)(=O)c2cccc3cccnc23)cc1	37	64	24	56
23	Cc1nn(-c2nc3ccccc3[nH]2)c2c1C(c1ccc(OCc3ccccc3Cl)cc1)CC(=O)N2 (configuration not stated)	41	74	104	69
24	COc1cc(/C=C2\C(=N)N=C(SCc3nc4ccccc4[nH]3)NC2=O)cc(OC)c1OC	104	93	97	107
25	C=C(C)[C@@H]1CC[C@]2(C(=O)N3CCN(C)CC3)CC[C@]3(C)[C@H](CC[C@@H]4[C@@]5(C)C/C(=C/c6ccncc6)[C@H](O)C(C)(C)[C@@H]5CC[C@]43C)[C@@H]12	-19*[100 µM]	-48*[100 µM]	-13*[100 µM]	-43*[100 µM]
26	O=C1NC(=S)NC(=O)C1=Cc1ccc(OCC(=O)N2CCCCC2)cc1	92	105	93	93
27	Cc1cc(C)c2c(n1)sc1c(Nc3[nH]nc4ncccc34)ncnc12	112	93	89	91
28	Cc1nnc(Oc2ccc(NC(=O)Nc3ccc(Cl)cc3)cc2)c2ccccc12	76	53	61	72
29	CCOc1ccc(/C=N/NC(N)=S)cc1OCC	98	114	104	107
30	Clc1cccc(Cl)c1C[N+]12CN3CN(CN(C3)C1)C2	100	102	/	110

item	MDA-MB-468	MCF7	T-47D	SR
16	87	93	67	86
17	88	91	68	79
18	74	56	81	90
19	74	18	94	-39*
20	99&103	93&96	101&97	80
21	110	91	97	97
22	50	42	/	33
23	108	96	86	90
24	108	99	98	101
25	-25*[100 µM]	-61*[100 µM]	11[100 µM]	-14*[100 µM]
26	98	96	91	96
27	89	95	80	94
28	69	73	58	38
29	93	99	98	104
30	107	97	113	86

Following part
item	molecule	HS 578T	MDA-MB-231	K-562	BT-549
31	O=C1COc2cccnc2N1	124	126	112	111
32	COc1ccc2cc(C(C)C(=O)N=C(N)N)ccc2c1 (configuration not stated)	100	134	95	/
33	CCN(CC)CCCCNc1c2ccccc2[n+](C)c2c1[nH]c1ccccc12	-48*	-0.5*	-21*	/
34	COc1ccc(S(=O)(=O)N(Cc2ccc3c(n2)C=CC(C)(C)O3)C2CCC2)cc1OC	13	3.2*	7.1*	-25*
35	CCCCSc1nc(Nc2ccc(S(N)(=O)=O)cc2)c(C#N)c(-c2cc(OC)c(OC)c(OC)c2)n1	68	42	3.6*	44
36	COc1ccc(NC(=O)COc2ccc(/C=C3/C(=O)Nc4ccc(Cl)cc43)cc2)cc1	102	109	106	108
37	N=C(c1ccccc1)c1ccccc1C(=O)c1ccccc1	109	99	100	102
38	Cc1ccc(-c2nn(-c3ccccc3)cc2/C=C/C(=O)O)cc1	94	92	94	96
39	CCCCCCCCCCCC(=O)NN	103	/	91	90
40	c1csc(Cn2c(-c3cccs3)nc3ccccc32)c1	88	94	72	106
41	CC(=O)CCn1c(=S)sc2ccccc21	93	104	99	105
42	CC(=O)SCC(=O)Nc1ccc(Cl)cc1	100	94	94	102
43	COc1cc2oc(-c3cccc(NC(=O)CN)c3)cc(=O)c2c(OC)c1OC	111	109	107	121
44	O=C(Nc1cnns1)Oc1ccccc1	106	119	96	105
45	CC[C@H]1OC(=O)[C@H](C)[C@@H](O[C@H]2C[C@@](C)(OC)[C@@H](O)[C@H](C)O2)[C@H](C)[C@@H](O[C@@H]2O[C@H](C)C[C@H](N(C)C)[C@H]2O)[C@](C)(OC)C/C(C)=C2/O[C@@]1(C)C=C2C	62	-44*	-20*	79

item	MDA-MB-468	MCF7	T-47D	SR
31	102	100	105	103
32	109	100	89	119
33	-59*	-7.2*	-12*	-37*
34	-8.3*	2.1*	0.3*	-40*
35	61	/	15	8.9*
36	103	101	99	100
37	81	103	97	87
38	109	92	95	84
39	102	90	/	71
40	37	93	68	/
41	115	103	97	88
42	100	92	82	93
43	81	88	123	95
44	100	103	77	115
45	-74*	-8.4*	42	15

Other compounds follow:
item	molecule	HS 578T	MDA-MB-231	K-562	BT-549
46	NC(=O)C1C2CCC(C2)C1C(N)=O (configuration not stated)	122	109	129	107
47	COc1cccc(NC(=O)Nc2ccc(Nc3ncnc4[nH]c(C)c(C)c34)cc2)c1	84	108	94	98
48	CCOC(=O)C1=C(C)n2nc(CC#N)c(C#N)c2NC1c1cc(Br)ccc1O (configuration not stated)	105	82	92	84
49	CCCCCOC(=O)C(CCCCC)C(=O)CCCCC (configuration not stated)	101	114	99	85
50	COc1ccc(OC)c(-c2cc(-c3ccc(Br)s3)[nH]c(=O)c2C#N)c1	96	99	109	101
51	O=C(OCc1ccc(Cl)c(Cl)c1)OCc1ccc(Cl)c(Cl)c1	111	109	97	84
52	O=C(OCC1OC(n2cnc3c(=S)nc[nH]c32)C(OC(=O)c2ccccc2)C1OC(=O)c1ccccc1)c1ccccc1 (configuration not stated)	98	92	88	80
53	O=C(O)c1cccnc1Sc1nc2ccc(Cl)cc2c(=O)n1Cc1ccccc1	94	75	/	108
54	Cc1[nH]cc[n+]1CC1CCC2C(C1=O)c1ccccc1N2C (configuration not stated)	103	83	84	103
55	CCN(CC)C(=O)C1(C)CCCC2(C)c3cc(OC(C)=O)ccc3CCC12 (configuration not stated)	84	103	59	95
56	COc1cc2nc(Cl)nc(Nc3ccc(S(=O)(=O)Nc4nccs4)cc3)c2cc1OC	100	109	115	95
57	O=C1N(Cc2ccccc2)c2ccccc2[C@@]1(O)c1cc2c(cc1O)OCO2	99	97	104	101
58	C=CCn1c(SCC(=O)Nc2ccc(C(=O)/C=C/c3cc(OC)c(OC)c(OC)c3)cc2)nnc1-c1cc(-c2ccc(S(N)(=O)=O)cc2)nc2ccccc12	108	83	48	75
59	CCCCCn1sc(=O)n(Cc2ccc(CNC(=O)c3ccccc3OC(C)=O)cc2)c1=O	112	91	78	91
60	CCC(=O)O[C@]1(C(C)=O)CC[C@H]2[C@@H]3CCC4=CC(=O)CC[C@]4(C)[C@H]3CC[C@@]21C	106	93	84	117

item	MDA-MB-468	MCF7	T-47D	SR
46	118	98	104	113
47	112	91	90	91
48	109	87	86	87
49	96	94	105	103
50	110	91	/	86
51	114	94	91	94
52	38	80	54	96
53	/	92	86	67
54	110	98	97	95
55	57	88	72	63
56	102	103	94	/
57	101	99	78	108
58	89	26	81	28
59	103	100	89	73
60	101	102	107	87

Reprinted at random: 5 compounds from above
item	molecule	HS 578T	MDA-MB-231	K-562	BT-549
32	COc1ccc2cc(C(C)C(=O)N=C(N)N)ccc2c1 (configuration not stated)	100	134	95	/
34	COc1ccc(S(=O)(=O)N(Cc2ccc3c(n2)C=CC(C)(C)O3)C2CCC2)cc1OC	13	3.2*	7.1*	-25*
46	NC(=O)C1C2CCC(C2)C1C(N)=O (configuration not stated)	122	109	129	107
44	O=C(Nc1cnns1)Oc1ccccc1	106	119	96	105
17	COc1ccc(OC)c(-c2nc3sc(-c4c[nH]c5ccccc45)nn3c2C=O)c1	97	110	78	85

item	MDA-MB-468	MCF7	T-47D	SR
32	109	100	89	119
34	-8.3*	2.1*	0.3*	-40*
46	118	98	104	113
44	100	103	77	115
17	88	91	68	79

Remaining list, next part:
item	molecule	HS 578T	MDA-MB-231	K-562	BT-549
61	CC1(C)CC[C@]2(C(=O)O)CC[C@]3(C)C(=CCC4[C@@]5(C)C[C@@H](O)[C@@H]6OC(c7ccccn7)OC[C@@]6(C)C5CC[C@]43C)C2C1 (some centres not stated)	60	106	39	50
62	C#C[C@]1(O)CC[C@H]2[C@@H]3CC=C4c5sc(Nc6cc(F)ccc6F)nc5CC[C@]4(C)[C@H]3CC[C@@]21C	-11*	-21*	4.1*	12
63	CCNC(=O)N1CCc2cc(OC)c(OCCc3ccc(OC)nc3)cc2C1c1ccc(OC)cc1C (configuration not stated)	30	53	20	29
64	O=C(O)c1cc(Br)cc(Br)c1O	103	/	100	88
65	COc1ccc(-c2nn(-c3cccc(Cl)c3)cc2-c2nc(N)[nH]c(=O)c2C(C)=O)cc1	98	87	40	76
66	CN(C)CC1(C)CC(=O)C(Br)C(C)(C)C1 (configuration not stated)	90	108	98	98
67	O=C(Nc1ccc(Cl)c(Cl)c1)NC(CO)(CO)CO	96	109	93	94
68	Cc1c(C2=NNC(c3ccc4c(c3)OCO4)C2)[n+]([O-])c2ccccc2[n+]1[O-] (configuration not stated)	94	102	91	91
69	CC1=C(C(=O)OCc2ccccc2)C(c2cccc(Cl)c2Cl)n2c(nc3ccccc32)N1 (configuration not stated)	77	68	47	96
70	COc1ccc(Cn2c(Br)c3c(c2-c2cc(OC)c(OC)c(OC)c2)CCc2sc(N)nc2-3)cc1	8.1*	13	4.4*	44
71	CCCCNC(=O)N/C=C(/C#N)C(=O)O	92	110	111	100
72	CC(C)c1ccc(Cn2ccc3c4c(N)nc(NC5CC5)nc4ccc32)cc1	-57*	-90*	-70*	-71*
73	CC(CCCC(=O)O)c1ccoc1 (configuration not stated)	112	109	103	108
74	CCN(CC)C(=O)CCCC1CCCCC1	110	109	97	111
75	Cc1c(F)cccc1NC(=O)c1sc2nc3c(cc2c1N)CCCCC3	54	84	13	74

item	MDA-MB-468	MCF7	T-47D	SR
61	83	41	73	47
62	-46*	-24*	-17*	/
63	27	22	49	11
64	111	95	/	96
65	44	55	68	55
66	106	100	106	95
67	96	97	96	101
68	/	93	92	92
69	34	34	85	47
70	16	10	60	4.4*
71	97	102	98	110
72	-76*	-82*	-55*	-46*
73	119	94	90	102
74	103	95	100	98
75	15	15	64	17

The results go on:
item	molecule	HS 578T	MDA-MB-231	K-562	BT-549
76	COc1ccc(/C(C)=N/N=C2C(=O)Nc3ccccc32)cc1S(N)(=O)=O	94	90	94	82
77	CCN1CCN(c2oc(C(c3ccccc3)c3ccccc3)nc2C#N)CC1	98	106	93	86
78	CCOC(=O)C(CCC#N)(CCC#N)C(=O)OCC	95	105	115	98
79	COc1ccc(OC)c(NC=O)c1	106	106	100	109
80	C=C(C)[C@@H]1CC=C2c3sc(-c4ccc(O)cc4)nc3C[C@@H](C)[C@]2(C)C1	99	89	82	110
81	Cc1cccc(C(=O)O)c1N	97	103	99	100
82	CCn1c(SCC(=O)N2CCN(c3cc4c(cc3F)c(=O)c(C(=O)O)cn4C3CC3)CC2)nnc1-c1cc(OC)c(OC)c(OC)c1	98	97	93	103
83	CCN(CC)Cc1cc(Nc2ccnc3cc(Cl)ccc23)cc(-c2ccc(Cl)cc2)c1O	-33*	49	19	25
84	CC(O)c1ncc(/C=C2\SC(=S)N(CCC(=O)O)C2=O)s1 (configuration not stated)	96	108	91	98
85	Cc1cc(N2CCCC2)nc(NC2CCCC(Nc3ccnc4cc(Cl)ccc34)C2)n1 (configuration not stated)	-42*	-77*	/	-58*

item	MDA-MB-468	MCF7	T-47D	SR
76	84	88	92	81
77	104	94	85	86
78	100	91	112	103
79	97	96	101	83
80	104	93	79	/
81	95	93	107	105
82	101	89	98	/
83	5.3*	15	51	-23*
84	104	100	88	98
85	-56*	-13*	-35*	-57*
